Source: PubChem (several laboratories)
NPY-Y1 PAM-ag – human NPY-Y1 potentiation or agonism, primary screen | P25929 | NPY-Y1 expressing cells, potentiator/agonist activation | activation, % at 3.6 µM | 0.37% of 220,000 active; in the data active = activation above about 33%, passing the limit was not always enough;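 also: cells stimulated with NPY at EC10 then isoproterenol at EC100; 0% = low agonist plus stimulus and 100% = saturating agonist plus stimulus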
Target sequence (P25929 whole entry, looked up): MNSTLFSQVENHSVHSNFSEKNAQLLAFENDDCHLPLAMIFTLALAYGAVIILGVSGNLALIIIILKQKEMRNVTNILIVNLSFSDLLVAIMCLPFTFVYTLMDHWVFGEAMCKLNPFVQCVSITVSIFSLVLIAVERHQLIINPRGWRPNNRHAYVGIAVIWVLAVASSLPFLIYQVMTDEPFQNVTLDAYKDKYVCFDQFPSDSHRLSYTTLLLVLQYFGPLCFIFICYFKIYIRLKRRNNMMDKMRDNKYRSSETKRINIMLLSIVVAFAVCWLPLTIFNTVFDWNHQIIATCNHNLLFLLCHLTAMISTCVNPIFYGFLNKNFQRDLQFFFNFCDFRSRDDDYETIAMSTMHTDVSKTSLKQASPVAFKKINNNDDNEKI
NPY2 pot ag – potentiators or agonists of human neuropeptide Y receptor Y2; P49146; cells expressing NPY-Y2, potentiator/agonist read-out; activation, % at 3.6 µM; 0.45% of 220,000 active; AID 1359; in the data active = activation above about 27%;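 also: cells stimulated with NPY near EC25 plus isoproterenol at EC100; 0% = vehicle plus submaximal agonist and 100% = vehicle plus saturating agonist; some results beyond the cut were filed as inactive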
TRPML3 agonist – activates the human TRPML3 channel | HEK293 TRPML3-YFP, Fluo-8 calcium fluorescence; 100% = the carbachol control signal | activation, % at 3 µM | 0.29% of 220,000 active | AID 1448;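 active = activation above its plate's cutoff, the mean activation of the plate's test wells plus 3 SD, cut at about 12% in these data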;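 also: 0% = DMSO only wells and 100% = carbachol wells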
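Material: HEK293 cells stably carrying human TRPML3-YFP; compound dosing: single dose, 3 µM final nominal compound, 0.3% DMSO final; incubation: 1-h 37 °C dye load, 5-s basal, 120-s post-compound reads; technique: Fluo-8 intracellular calcium fluorescence, excitation 470-495 nm, emission 515-575 nm; read-out basis: percent activation from peak-to-basal fluorescence ratio, scaled between DMSO and carbachol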
EP2 modulator – modulators of human EP2 prostaglandin E2 receptor | P43116 | 0.83% of 260,000 active | EP2-expressing cells, cAMP HTRF FRET, PGE2 co-stimulation | AID 940 | induction, % at 25 µM;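 active = compounds whose cAMP rise, as percent of the full-agonist control response, exceeds 60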;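 also: rat C6 glioma line stably carrying human EP2 under a CMV promoter; the protocol text gives 20 µM as final concentration; 100% = response of wells given 1 µM PGE2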
S1P4 ag – agonists of human S1P4 receptor; 0.35% of 220,000 active; O95977; activation, % at 4.98 µM; S1P4-expressing cell line, agonist reporter assay; in the data active = activation above about 11%;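 also: 0% = DMSO vehicle and 100% = reference agonist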
Target sequence (O95977 whole entry, looked up): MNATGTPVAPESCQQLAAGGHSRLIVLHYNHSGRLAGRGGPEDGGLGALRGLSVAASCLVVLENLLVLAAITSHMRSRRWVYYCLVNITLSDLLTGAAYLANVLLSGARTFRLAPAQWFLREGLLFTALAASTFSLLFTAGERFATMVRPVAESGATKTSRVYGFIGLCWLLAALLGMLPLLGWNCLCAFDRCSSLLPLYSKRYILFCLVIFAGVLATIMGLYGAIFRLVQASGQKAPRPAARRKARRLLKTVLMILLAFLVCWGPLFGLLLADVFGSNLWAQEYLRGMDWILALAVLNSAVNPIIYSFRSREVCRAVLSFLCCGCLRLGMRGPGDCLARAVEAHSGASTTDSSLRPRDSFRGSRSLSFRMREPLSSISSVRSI
zfTRPN1 agonist – activates the zebrafish TRPN1 channel; activation, % at 3 µM; HEK293 zebrafish TRPN1-YFP, Fluo-8 calcium fluorescence; 100% = response to 87 µM carbachol; 0.18% of 220,000 active;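 active = activation above its plate's cutoff, the mean activation of test wells on that plate plus 3 SD, cut at about 19% in these data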;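 also: 0% = DMSO alone and 100% = 87 µM carbachol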
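Control set: carbachol 87 µM as high control, DMSO as low control; system: HEK293 stable line with zebrafish TRPN1-YFP; read-out: % activation versus carbachol response; detection: intracellular calcium fluorescence with Fluo-8; doses: single test compound dose, 3 µM nominal, 0.3% DMSO; schedule: dye 1 h 37 °C plus 30 min RT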
NPY-Y1 antag – antagonists of human neuropeptide Y receptor Y1. P25929. HEK293-CNG Y1 cells, membrane potential fluorescence; NPY at EC95, then isoproterenol. inhibition, % at 3.6 µM. 1% of 200,000 active. AID 1040;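 active = inhibition above the campaign mean inhibition of all tested compounds plus 3 SD, cut at about 20% in these data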;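 also: 0% = DMSO wells given NPY plus isoproterenol and 100% = isoproterenol alone without NPY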
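System: HEK293 cells with Y1 receptor plus CNG channel / Probe or stimulus: NPY 25 nM then isoproterenol 1 µM plus Ro 20-1724 25 µM / Compound: one concentration, 3.6 µM, in 0.4% DMSO / Schedule: compound incubation 1 h at room temperature, readout 45 min post-stimulation / Measured by: membrane potential fluorescence / Read-out: % inhibition of NPY effect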
CHOP inh – blocks CHOP induction under ER stress; CHO-K1 CHOP-promoter luciferase, tunicamycin-induced, 15-18 h; AID 2732; 3.8% of 220,000 active; inhibition, % at 10 µM;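 active = compounds that reduced the stress-induced luciferase reporter signal by more than about 70% of percent inhibition, limit read from the data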;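 also: 0% = tunicamycin plus vehicle and 100% = wells without tunicamycin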
S1P4 antagonist – human S1P4 receptor antagonism; O95977; S1P4-expressing cells, antagonist mode, reporter read-out; inhibition, % at 4.98 µM; 0.26% of 220,000 active; in the data active = inhibition above about 29%;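 also: 0% = wells stimulated with agonist and 100% = vehicle wells without agonist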
Numbers without * were called inactive; & = joins results of further samples.

What do the screens show for `OCCN1CCN(Cc2cc(Cl)c3cccnc3c2O)CC1`?
NPY-Y1 PAM-ag: 14.3; NPY2 pot ag: 5.7; TRPML3 agonist: 0.8; EP2 modulator: 9.8; S1P4 ag: -0.8; zfTRPN1 agonist: -1.1; NPY-Y1 antag: 3.9; CHOP inh: -36.3; S1P4 antagonist: 3.4

Results for COc1ccccc1CNC(=O)c1c(N)n(CCCN2CCOCC2)c2nc3ccccc3nc12 ?
NPY-Y1 PAM-ag: -12.2; NPY2 pot ag: -4.8; TRPML3 agonist: 0.4; EP2 modulator: 12.8; S1P4 ag: 7.6; zfTRPN1 agonist: 1.2; NPY-Y1 antag: 23.4*; CHOP inh: 96.4*; S1P4 antagonist: -2.7

Results for O=C(NCC1CCCO1)c1ccc(COc2ccccc2Br)cc1 (stereo not given) ?
NPY-Y1 PAM-ag: -43.5; NPY2 pot ag: 2.1; TRPML3 agonist: -0.8; EP2 modulator: -85.3; S1P4 ag: 0.7; zfTRPN1 agonist: -0.1; NPY-Y1 antag: 2.9; CHOP inh: 15.4; S1P4 antagonist: -15.0

What do the screens show for `COc1ccc(C/C(O)=C(\C#N)c2nc3ccccc3[nH]2)cc1OC`?
NPY-Y1 PAM-ag: 10.4; NPY2 pot ag: -1.2; TRPML3 agonist: -0.6; EP2 modulator: -5.0; S1P4 ag: -0.3; zfTRPN1 agonist: -0.4; NPY-Y1 antag: 0.1; CHOP inh: 1.1; S1P4 antagonist: 13.6

What do the screens show for `Nn1c(COc2ccccc2)nnc1SCC(=O)O`?
NPY-Y1 PAM-ag: -24.1; NPY2 pot ag: 8.7; TRPML3 agonist: 1.1; EP2 modulator: 15.5&7.0; S1P4 ag: 1.2; zfTRPN1 agonist: 2.1; NPY-Y1 antag: 7.8; CHOP inh: 11.6; S1P4 antagonist: -1.6

What do the screens show for `CCCc1nc(SCC(=O)N2CCC(C)CC2)c2c(=O)n(C)c(=O)n(C)c2n1`?
NPY-Y1 PAM-ag: 24.5; NPY2 pot ag: 27.8; TRPML3 agonist: -0.1; EP2 modulator: -24.2; S1P4 ag: -0.8; zfTRPN1 agonist: 2.7; CHOP inh: 24.1; S1P4 antagonist: 6.1

What do the screens show for `c1ccc(OCCSc2nc3ccccc3[nH]2)cc1`?
NPY-Y1 PAM-ag: -15.1; NPY2 pot ag: 4.3; TRPML3 agonist: -1.0; EP2 modulator: 6.5; S1P4 ag: -0.7; zfTRPN1 agonist: -0.7; NPY-Y1 antag: 5.3; CHOP inh: 41.0; S1P4 antagonist: -3.6

What do the screens show for `CN1/C(=C/C2CC(=O)N(c3ccc([N+](=O)[O-])cc3)C2=O)C(C)(C)c2ccccc21` (stereo not given)?
NPY-Y1 PAM-ag: -0.4; NPY2 pot ag: -0.7; TRPML3 agonist: 0.7; EP2 modulator: -13.6; S1P4 ag: -2.5; zfTRPN1 agonist: -0.3; NPY-Y1 antag: 7.2; CHOP inh: -0.9; S1P4 antagonist: 1.8

What do the screens show for `Cc1occc1C(=O)Nc1cccc(/C=C/C(=O)O)c1`?
NPY-Y1 PAM-ag: -3.1; NPY2 pot ag: 2.0; TRPML3 agonist: -0.6; S1P4 ag: 0.3; zfTRPN1 agonist: 1.0; NPY-Y1 antag: -4.0; S1P4 antagonist: -11.5

How did O=C(C(c1ccccc1)N1CCOCC1)N1CCOCC1 (stereo not given) do in these assays?
NPY-Y1 PAM-ag: 7.4; NPY2 pot ag: -6.0; TRPML3 agonist: 1.1; EP2 modulator: 12.5; S1P4 ag: 1.5; zfTRPN1 agonist: 1.2; NPY-Y1 antag: -1.7; CHOP inh: -3.6; S1P4 antagonist: 13.2

How did Cc1oc2ccc(OCc3c(F)cccc3Cl)cc2c1C(=O)O do in these assays?
NPY-Y1 PAM-ag: -4.4; NPY2 pot ag: -10.8; TRPML3 agonist: 0.2; EP2 modulator: 13.2; S1P4 ag: -1.2; zfTRPN1 agonist: -0.4; CHOP inh: -1.0; S1P4 antagonist: -8.3

How did CC1=CC(=O)C=C(C)C1=NOC(=O)c1cccc([N+](=O)[O-])c1 do in these assays?
NPY-Y1 PAM-ag: -6.9; NPY2 pot ag: 2.9; TRPML3 agonist: 0.8; EP2 modulator: -16.4; S1P4 ag: 0.4; zfTRPN1 agonist: 0.4; NPY-Y1 antag: -2.0; CHOP inh: -68.5; S1P4 antagonist: -9.6

Results for O=c1[nH]c2cc3c(cc2cc1CN(CCCO)C(=S)NCc1ccco1)OCO3 ?
NPY-Y1 PAM-ag: 10.0; NPY2 pot ag: -14.2; TRPML3 agonist: -0.4; EP2 modulator: -2.1&-3.3; S1P4 ag: 0.0; zfTRPN1 agonist: 0.6; NPY-Y1 antag: -5.7; CHOP inh: 0.6; S1P4 antagonist: 14.6

How did O=C(c1ccc(Cl)cc1)N1CCCCC(Sc2nnc(-c3ccc4c(c3)OCO4)o2)C1=O (stereo not given) do in these assays?
NPY-Y1 PAM-ag: -7.8; NPY2 pot ag: -3.0; TRPML3 agonist: 0.4; EP2 modulator: 10.8; S1P4 ag: -0.9; zfTRPN1 agonist: 2.6; NPY-Y1 antag: -3.6; CHOP inh: 67.4; S1P4 antagonist: -8.1

How did O=C(Nc1cccc2cccnc12)C1CCCC1 do in these assays?
NPY-Y1 PAM-ag: -2.0; NPY2 pot ag: -3.1; TRPML3 agonist: -0.2; EP2 modulator: 17.5; S1P4 ag: 0.1; zfTRPN1 agonist: -1.2; NPY-Y1 antag: 2.9; CHOP inh: 13.4; S1P4 antagonist: -23.7

What do the screens show for `O=C(Nc1cc2nn(-c3ccccc3)nc2cc1Cl)c1ccco1`?
NPY-Y1 PAM-ag: -6.4; NPY2 pot ag: 0.7; TRPML3 agonist: 0.8; EP2 modulator: 9.4; S1P4 ag: 0.6; zfTRPN1 agonist: 0.1; NPY-Y1 antag: 3.4; CHOP inh: -7.4; S1P4 antagonist: -7.6

Results for COC(=O)C1=C(C)NC2=C(C(=O)CC(C)(C)C2)C1c1ccccn1 (stereo not given) ?
NPY-Y1 PAM-ag: 15.2; NPY2 pot ag: 3.2; TRPML3 agonist: 1.0; EP2 modulator: 21.3; S1P4 ag: -1.4; zfTRPN1 agonist: -0.7; NPY-Y1 antag: 5.8; CHOP inh: 8.0; S1P4 antagonist: -16.7

How did O=C(CSc1nnnn1-c1ccccc1)Nc1ccc(N2CCOCC2)c(Cl)c1 do in these assays?
NPY-Y1 PAM-ag: -11.4; NPY2 pot ag: 5.9; TRPML3 agonist: 0.7; EP2 modulator: -12.5; S1P4 ag: 0.9; zfTRPN1 agonist: -0.2; NPY-Y1 antag: 12.0; CHOP inh: 33.6; S1P4 antagonist: 16.1

Results for Cc1ccc(NC(=O)c2cc(F)c(F)cc2Cl)nc1 ?
NPY-Y1 PAM-ag: 9.0; NPY2 pot ag: -4.7; TRPML3 agonist: 0.6; EP2 modulator: -1.1; S1P4 ag: 0.6; zfTRPN1 agonist: 2.7; NPY-Y1 antag: 7.6; CHOP inh: 17.2; S1P4 antagonist: 0.7

What do the screens show for `COc1ccc(C(=O)N2CCOC2CNC(=O)C(=O)NCc2ccc3c(c2)OCO3)cc1` (stereo not given)?
NPY-Y1 PAM-ag: 12.9; NPY2 pot ag: -3.8; TRPML3 agonist: 0.1; EP2 modulator: 7.6; S1P4 ag: 0.8; zfTRPN1 agonist: 0.1; NPY-Y1 antag: 4.8; CHOP inh: 18.9; S1P4 antagonist: -15.5

Results for Cc1cc(C)nc(N/N=C/c2ccc3c(c2)OCCO3)n1 ?
NPY-Y1 PAM-ag: -8.0; NPY2 pot ag: 3.2; TRPML3 agonist: 1.0; EP2 modulator: -48.2; S1P4 ag: -0.3; zfTRPN1 agonist: 0.0; NPY-Y1 antag: 1.1; CHOP inh: -22.2; S1P4 antagonist: -15.7

Results for Cc1cc(-c2sccc2C)nc(-n2cccc2)n1 ?
NPY-Y1 PAM-ag: -32.7; NPY2 pot ag: -24.6; TRPML3 agonist: 0.8; EP2 modulator: 74.5*; S1P4 ag: 0.7; zfTRPN1 agonist: -0.2; NPY-Y1 antag: 9.5; CHOP inh: 61.7; S1P4 antagonist: -6.2

What do the screens show for `CCOC(=O)N1CCN(C(=O)CSc2ccc(-c3ccc(OC)c(OC)c3)nn2)CC1`?
NPY-Y1 PAM-ag: 20.4; NPY2 pot ag: -7.2; TRPML3 agonist: 0.0; EP2 modulator: 5.5; S1P4 ag: 1.0; zfTRPN1 agonist: 1.2; NPY-Y1 antag: 1.9; CHOP inh: 20.7; S1P4 antagonist: -10.7

What do the screens show for `Cn1c(N)c(C(=O)COC(=O)C2CCCC2)c(=O)n(C)c1=O`?
NPY-Y1 PAM-ag: 17.9; NPY2 pot ag: -5.2; TRPML3 agonist: 0.0; EP2 modulator: -9.3; S1P4 ag: 1.6; zfTRPN1 agonist: 0.6; NPY-Y1 antag: 1.8; CHOP inh: 5.4; S1P4 antagonist: -11.3

How did CN(C)[C@@H](CO)c1nnc([C@H](CC(=O)O)NC(=O)C2CCNCC2)o1 do in these assays?
NPY-Y1 PAM-ag: -5.3; NPY2 pot ag: -6.6; TRPML3 agonist: -0.8; EP2 modulator: 17.1; S1P4 ag: 1.0; zfTRPN1 agonist: 2.1; NPY-Y1 antag: -0.9; CHOP inh: -10.0; S1P4 antagonist: 11.6

Results for COc1ccccc1NC(=O)c1ccc(CN(c2cc(Cl)ccc2C)S(=O)(=O)c2ccccc2)cc1 ?
NPY-Y1 PAM-ag: -28.9; NPY2 pot ag: -25.7; TRPML3 agonist: 1.4; EP2 modulator: -9.9; S1P4 ag: 0.0; zfTRPN1 agonist: 1.9; NPY-Y1 antag: 3.6; CHOP inh: -43.3; S1P4 antagonist: 1.3

How did Cc1cccc(CCNC(=O)CCc2c(C)nc3ncnn3c2C)c1 do in these assays?
NPY-Y1 PAM-ag: 10.5; NPY2 pot ag: -30.3; TRPML3 agonist: -0.5; EP2 modulator: -1.7; S1P4 ag: -1.4; zfTRPN1 agonist: 0.1; NPY-Y1 antag: -1.2; CHOP inh: 4.5; S1P4 antagonist: 3.3

Results for CCNc1nc(OC)nc(Oc2ccc(C(=O)OC)cc2)n1 ?
NPY-Y1 PAM-ag: -7.8; NPY2 pot ag: 3.6; TRPML3 agonist: 0.4; EP2 modulator: -36.5; S1P4 ag: 3.4; zfTRPN1 agonist: -0.8; NPY-Y1 antag: 5.1; CHOP inh: 5.5; S1P4 antagonist: -26.7
